Screens: PubChem, Johns Hopkins Ion Channel Center
CHT inh – inhibitors of human choline transporter CHT; High affinity choline transporter 1 (Homo sapiens), Q9GZV3; CHT-expressing cells, membrane potential dye, choline response; stronger effect = lower value; B-score at 10 µM; hit rate 0.86% among 310,000; AID 488975, 2010;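 active = B-score over 3 SD under the library average, and starting fluorescence ratio not unusually high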;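 also: choline stimulus applied at its EC90 after an EC20 pre-addition; B-score computed on integrated fluorescence ratio after choline addition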
Target sequence (Q9GZV3 whole entry, looked up): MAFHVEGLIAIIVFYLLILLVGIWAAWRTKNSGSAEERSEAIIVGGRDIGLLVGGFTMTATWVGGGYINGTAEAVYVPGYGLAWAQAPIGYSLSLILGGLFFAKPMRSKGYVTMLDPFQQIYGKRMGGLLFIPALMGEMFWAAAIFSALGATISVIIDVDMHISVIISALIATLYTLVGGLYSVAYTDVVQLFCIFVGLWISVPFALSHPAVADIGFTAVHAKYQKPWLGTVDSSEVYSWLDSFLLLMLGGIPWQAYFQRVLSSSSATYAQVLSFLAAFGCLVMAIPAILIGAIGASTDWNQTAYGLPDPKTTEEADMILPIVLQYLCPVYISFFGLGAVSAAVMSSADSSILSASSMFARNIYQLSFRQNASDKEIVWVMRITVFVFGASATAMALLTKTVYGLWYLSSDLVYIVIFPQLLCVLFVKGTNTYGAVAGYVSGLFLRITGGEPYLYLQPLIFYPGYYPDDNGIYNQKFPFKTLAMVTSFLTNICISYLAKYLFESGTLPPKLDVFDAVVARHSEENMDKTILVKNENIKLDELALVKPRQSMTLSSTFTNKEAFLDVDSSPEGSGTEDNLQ
CHT allo act – CHT positive allosteric modulators, primary screen, cell-based, membrane potential dye, choline EC20; B-score at 10 µM; hit rate 0.49% among 310,000; High affinity choline transporter 1 (Homo sapiens), Q9GZV3; CHT-expressing cells; stronger effect = higher value; LV-AA mutant CHT in HEK293 cells; AID 488977, 2010;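 active = initial fluorescence not abnormally high and integrated response B-score, plate-corrected, over 3 SD above library mean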
Active calls of the source: *; i = inactive.

SMILES	CHT inh	CHT allo act
CC1(C)CC(=O)C2=C(C1)N(c1ccccc1)C(=O)C2(O)C(F)(F)F (configuration not stated)	i	i
S=C(NCc1ccccc1)NNc1nc2ccccc2[nH]1	i	i
COCc1cc(C)nc(OCC(=O)N/N=C/c2ccc(-c3cccc([N+](=O)[O-])c3)o2)c1C#N	i	i
CCn1c(-c2ccccc2Cl)nn(CC(=O)NCCc2ccccc2)c1=S	i	i
NS(=O)(=O)c1cccc(NC(=O)/C=C/c2cccs2)c1	i	i
O=C(Nc1nncs1)C1CC(=O)N(CCc2ccc(F)cc2)C1 (configuration not stated)	i	i
COc1cccc(-c2cc(C(=O)N3CCN(C(=O)c4ccco4)CC3)on2)c1	i	i
COc1ccc(S(=O)(=O)N2CCOC2CNC(=O)C(=O)NCc2ccco2)cc1 (configuration not stated)	i	i
COc1ccccc1C(=O)Nc1ccc(OCc2nnc3c4ccccc4c(C)nn23)cc1	i	i
CS(=O)(=O)c1ccc(Cl)c(NC(=O)Cc2ccsc2)c1	i	i
COc1ccc(-c2cc(C(=O)O)[nH]n2)cc1OC	i	i
CCn1nnnc1SCC(=O)N(C1CCCCC1)C1CCCCC1	i	i
COc1ccc2cc(C(=O)Nc3ccc(O)cc3)sc(=O)c2c1OC	i	i
CCc1nnc(NC(=O)CSc2nc(C3CCCCC3)nc3ccccc23)s1	i	i
Cc1cccc(-c2nc(CN3CCCC(C(=O)NC4CCCC4)C3)c(C)o2)c1 (configuration not stated)	-5.1*	i
Cc1onc(-c2ccccc2)c1C(=O)NCc1ccco1	i	i
O=C1C2CCCN2C(c2ccco2)N1c1ccc(F)cc1 (configuration not stated)	i	i
CCCC(=O)NCCc1nc2ccccc2n1C	i	i
CC1CCCN(S(=O)(=O)c2ccc(NC(=O)Cc3ccc(S(=O)(=O)N4CCOCC4)s3)cc2)C1 (configuration not stated)	i	i
Cc1ccc(/C=C(/C#N)C(=O)NC(C)c2ccccc2)o1 (configuration not stated)	i	i
COc1ccc(NC(=O)CS(=O)(=O)c2ccccc2)cc1	i	i
O=Cc1ccc(O)c(O)c1	i	i
Cc1noc(-c2ccc(C(F)(F)F)cc2)c1NC(=O)Nc1ccc(Cl)cc1	i	i
CCOC(=O)C1=C(C)NC(=O)NC1c1ccc(OC(C)C(=O)O)c(OC)c1 (configuration not stated)	i	i
O=C1c2ccc([N+](=O)[O-])cc2NC(c2ccco2)N1/N=C/c1ccco1 (configuration not stated)	i	i
New compounds follow
SMILES	CHT inh	CHT allo act
OCCCc1nc2n(n1)C(c1cccs1)C=C(c1ccccc1)N2 (configuration not stated)	i	i
COc1ccccc1/C=N/NC(=O)c1ccccc1NS(=O)(=O)c1ccc(C)cc1	i	i
CCOC(=O)N1CCC(NC(=O)c2ccc3c(c2)N(CC)CCS3)CC1	i	i
C/C(=N/NS(=O)(=O)c1ccc(Cl)cc1)c1cccc(NC(=O)c2ccc(Cl)cc2Cl)c1	i	i
COc1ccc(CCNC(=O)NC(C(F)(F)F)C(F)(F)F)cc1OC	i	i
Cn1c(CNc2ccccc2)nc2ccccc21	i	i
Cc1cccc(N2CCN(Cc3ccc([N+](=O)[O-])o3)CC2)c1C	i	i
COc1cccc([C@@H]2Oc3ccc(OC)cc3C(=O)[C@H]2OC(=O)NCc2ccc3c(c2)OCO3)c1	i	i
CCCc1cc(=O)[nH]c(SCC(=O)N(C)CC(=O)Nc2ccccc2CC)n1	i	i
COc1cc(F)c(S(=O)(=O)N2CCOc3ccccc32)cc1OC	i	i
Cc1noc(/C=C/Nc2ccc(F)cc2F)c1[N+](=O)[O-]	i	i
COc1cccc(NC(=O)CN2C(=O)COc3ccc(S(=O)(=O)N4CCCCCC4)cc32)c1	i	i
CC(C)(C)Sc1ccc(N)nc1	i	i
Cc1ccc(NC(=O)CSc2nc3ccccc3c(=O)n2CCCN2CCCCC2)cc1Cl	i	i
O=C(Nc1ccc2c(c1)OCCO2)C1CCN(C(=O)c2ccc(F)cc2)CC1	i	i
C=C(C)c1cccc(C(C)(C)NC(=O)NCC2CCCO2)c1 (configuration not stated)	i	i
CC(=O)NC(=S)NNC(=O)CCc1ccccc1	i	i
CCC1CCCCN1CCCNC(=O)c1c(O)nc2ccccn2c1=O (configuration not stated)	i	i
COc1ccc(-n2cnc3c(sc4nc(N5CCOCC5)c5c(c43)CCCC5)c2=O)cc1	i	i
N/C(=N\OC(=O)c1ccco1)c1cccnc1	i	i
N#CCc1ccc(OC(=O)c2cnccc2C(F)(F)F)cc1	i	i
COc1ccccc1OCCSc1nc(C)c(Cc2ccccc2)c(=O)[nH]1	i	i
NCCc1nnc(SCc2ccccc2F)o1	i	i
COc1ccc(Cc2nc3ccccc3c(=O)n2N)cc1OC	i	i
CCN(CC)CCn1c(/N=C/c2ccc(OC)c(OC)c2)nc2ccccc21	i	i
Next records follow.
SMILES	CHT inh	CHT allo act
COc1cc(CNC2CCCC2)cc(OC)c1	i	i
COc1cccc(C(c2sc3nc(C)nn3c2O)N2CCN(c3ccccc3F)CC2)c1 (configuration not stated)	i	i
O=C(/C=C/c1ccccc1)NC(=S)Nc1ccc(N2CCOCC2)c(Cl)c1	i	i
O=C(Cc1c(F)c(F)c(F)c(F)c1F)OC12CC3CC(C1)C(=O)C(C3)C2	i	i
Cc1ccc(NC(=O)CN2C(=O)c3ccccc3C2=O)nc1	i	i
O=[N+]([O-])c1cccc(-c2ccc(SCc3ccccn3)nn2)c1	i	i
C[C@@H]1C=C(C(=O)NCc2nc3ccccc3[nH]2)O[C@H](OCCCCO)C1	i	i
CC1CCN(C(=O)C2CCC(=O)N(Cc3ccc(Cl)cc3)C2)CC1 (configuration not stated)	i	i
O=C(/C=C/c1ccc(Cl)cc1)N1CCN(c2ccccn2)CC1	i	i
COC(=O)CC(c1ccccc1F)N1Cc2ccccc2C1=O (configuration not stated)	i	i
O=C1N(c2ccccc2)C2CS(=O)(=O)CC2N1c1ccc(Br)cc1 (configuration not stated)	i	i
CCOC(=O)C1CCN(Cc2cnc(Oc3ccc(OC)cc3)s2)CC1	i	i
COc1ccc([N+](=O)[O-])cc1NC(=O)Cc1ccc(C)cc1	i	i
CCC(C)C(=O)Nc1nc(C)c(-c2csc(Nc3ccccc3OC)n2)s1 (configuration not stated)	i	i
O=[N+]([O-])c1ccc(NCCCNS(=O)(=O)c2ccccc2)c(Cl)c1	i	i
Cc1ccc2nc(SCC(=O)Nc3ccc(F)cc3F)nc(=O)n2c1	i	i
Cc1c(OCC(=O)N(C)C)ccc2c3c(c(=O)oc12)CCCCC3	i	i
COc1ccc(N(CC(=O)NCc2ccco2)S(=O)(=O)c2ccc(C)cc2)cc1	i	i
S=c1[nH]nc(/C=C/c2ccccc2)o1	i	i
O=C(CCC1CCCC1)NNC(=O)c1ccccc1O	i	i
CCNC(=O)N1c2ccc(OC)cc2C(C)=CC1(C)C	i	i
O=C(C1CCN(S(=O)(=O)c2cccs2)CC1)N(c1ccccn1)C1CCCCC1	i	i
O=C(CCCn1c(=O)c2ccccc2n(CC(=O)N2CCN(c3ccccc3)CC2)c1=O)NCc1ccco1	i	i
CCOC(=O)C1=C(c2ccccc2)NC(SCC(N)=O)=C(C#N)C1c1cccnc1 (configuration not stated)	i	i
O=C(CNCC1CCCO1)N1CCN(S(=O)(=O)c2ccc3ccccc3c2)CC1 (configuration not stated)	i	i
Following part.
SMILES	CHT inh	CHT allo act
Cn1c(CNc2ccc(Cl)cc2)nnc1SCCN1CCCCC1	i	i
CC(=O)NN1C(=O)c2ccc(Oc3ccc4c(c3)C(=O)N(NC(C)=O)C4=O)cc2C1=O	i	i
CCOC(=O)c1ccccc1Nc1cn(C(C)=O)c2ccccc12	i	i
CSc1nc(-c2ccccc2)nc(SC)c1C(C)=O	i	i
C#CCOc1ccc(/C=N/NC(=O)c2cccnc2)cc1OCC	i	i
O=[N+]([O-])c1ccc(-c2nnc(-c3ccccc3)c(N3CCOCC3)n2)cc1	i	i
O=C(COc1ccc(S(=O)(=O)N2CCOCC2)cc1Cl)N1CCCC1	i	i
CCCCCCSc1cc(-c2nc3cc(C)ccn3c2NC2CCCCC2)ccc1OC	i	i
Nc1cccc(Oc2ccc3c(c2)C(=O)NC3=O)c1	i	i
COCCCN=CC1=C(O)CC(c2ccccc2)CC1=O (configuration not stated)	i	i
CCCn1c(CCNC(=O)c2ccco2)nc2ccccc21	i	i
O=C(CSc1ccc2nnc(CCNC(=O)c3ccccc3)n2n1)NCCc1ccccc1	i	i
CC(=O)[C@@]1(O)C(C)CC2C3C=C(C)C4=Cc5c(cnn5-c5ccccc5)C[C@]4(C)C3C(O)C[C@@]21C (some centres not stated)	i	i
CCc1cc2cc(OC)ccc2nc1SCC(=O)NNC(=O)c1ccco1	i	i
Cc1cc(OC(C)C(=O)N(Cc2ccco2)C2CCS(=O)(=O)C2)cc(C)c1Cl (configuration not stated)	i	i
COC(=O)c1ccc(CNC(=O)C2CCC(=O)N(Cc3cccc(F)c3)C2)cc1 (configuration not stated)	i	i
CN(C)c1cccc(C(=O)NNC(=S)NC2CC3CCC2C3)c1 (configuration not stated)	i	i
COC(=O)c1ccc(CNC(=O)COC(=O)C2CC3C=CC2C3)cc1 (configuration not stated)	i	i
CN1CCN(C(=S)SCC(=O)Nc2nc(-c3ccccc3)c(-c3ccccc3)o2)CC1	i	i
CC(=O)c1ccc(NC(=O)N2C3CCC2CC(O)(c2cccnc2)C3)cc1 (configuration not stated)	i	i
Cc1ccccc1Cn1ccc(NC(=O)c2nn3cccnc3c2Cl)n1	i	i
NC1=NC(c2cn[nH]c2-c2ccc(F)cc2)n2c(nc3ccccc32)N1 (configuration not stated)	i	i
COC(=O)C1=C(O)/C(=C\c2ccc(CNS(=O)(=O)c3ccc(Cl)cc3)o2)N=C1C	i	i
C=CCn1c(SCc2cccc(C#N)c2)nnc1-c1ccccc1O	i	i
O=[N+]([O-])c1ccc(-c2nc(C(Cl)Cl)c3ccccc3n2)cc1	i	i
Following part
SMILES	CHT inh	CHT allo act
CCNC(=O)Cn1cc(C#N)c2ccccc21	i	i
O=C(Cc1cccs1)N1CCN(S(=O)(=O)c2ccccc2)CC1	i	i
COc1cc(NC(=O)C2CC(c3c(F)cccc3Cl)=NO2)c(OC)cc1Cl (configuration not stated)	i	i
O=C(c1cc2ccccc2o1)N1CCN(S(=O)(=O)c2cccs2)CC1	i	i
CCOC(=O)c1c(NC(=O)C2=COCCO2)sc2c1CCN(C(=O)OC)C2	i	i
COc1ccc(NC(=O)CSc2nnc(Cn3c(=O)sc4ccccc43)n2C)cc1	i	i
Cc1cc(C)nc(NC(=O)CSc2nccc(C)n2)n1	i	i
O=C(CCCCC(=O)Nc1ccc(F)cc1)Nc1ccc(F)cc1	i	i
Cc1nc2ncnn2c(N2CCC(C(=O)NC3CCCC3)CC2)c1Cc1ccccc1	i	i
O=C(c1cccc(S(=O)(=O)N2CCOCC2)c1)N(Cc1nnc(-c2ccccc2Cl)o1)C1CC1	i	i
O=[N+]([O-])c1cc(C(F)(F)F)ccc1NC1CCN(Cc2ccccc2)C1 (configuration not stated)	i	i
COc1cc(C)ccc1OCc1cc(C(=O)N2C[C@H]3CC[C@H]2C3)no1	i	i
CCn1cc(C(=O)NCc2ccco2)c(=O)c2cc(S(=O)(=O)N3CCCC3)ccc21	i	i
CC(OC(=O)Cn1cnc2c1c(=O)n(C)c(=O)n2C)C(=O)c1ccccc1 (configuration not stated)	i	i
Cc1cc2cc3c(cc2nc1SCC(=O)Nc1nc(C)c(C)s1)OCO3	i	i
Cc1ccc(C(=O)NNC(=O)CSc2nnc(-c3ccncc3)n2C)cc1	i	i
O=c1c2ccccc2c(C=Nc2ccc(S(=O)(=O)Nc3ncccn3)cc2)c(O)n1-c1cccc(Cl)c1	i	i
Cc1nnsc1NC(=O)OCc1ccc(Cl)cc1Cl	i	i
COc1ccc(C(=O)NC(=S)N2CCCC2)cc1	i	i
CCOC(=O)CNc1nc2ccccc2n2c(C)nnc12	i	i
COC(=O)c1c(NC(=O)Cn2cnc([N+](=O)[O-])n2)sc2c1CCC(C)C2 (configuration not stated)	i	i
CN1C(=O)c2cccc(NC(=O)Cc3ccccc3)c2C1=O	i	i
CCOC(=O)N1CCC(NC(=O)Cn2cccc2C(=O)c2ccccc2C)CC1	i	i
COc1ccccc1C(=O)OCCN=C1NS(=O)(=O)c2ccccc21	i	i
CN(C)C(=O)c1ccc(NC(=O)COC(=O)/C=C/c2cccs2)cc1	i	i

16 entries from above, with values under each structure:
Screens in order: CHT inh	CHT allo act
- CCNC(=O)Cn1cc(C#N)c2ccccc21
    i	i
- O=C(Cc1cccs1)N1CCN(S(=O)(=O)c2ccccc2)CC1
    i	i
- COc1cc(NC(=O)C2CC(c3c(F)cccc3Cl)=NO2)c(OC)cc1Cl (configuration not stated)
    i	i
- O=C(c1cc2ccccc2o1)N1CCN(S(=O)(=O)c2cccs2)CC1
    i	i
- CCOC(=O)c1c(NC(=O)C2=COCCO2)sc2c1CCN(C(=O)OC)C2
    i	i
- COc1ccc(NC(=O)CSc2nnc(Cn3c(=O)sc4ccccc43)n2C)cc1
    i	i
- Cc1cc(C)nc(NC(=O)CSc2nccc(C)n2)n1
    i	i
- O=C(CCCCC(=O)Nc1ccc(F)cc1)Nc1ccc(F)cc1
    i	i
- Cc1nc2ncnn2c(N2CCC(C(=O)NC3CCCC3)CC2)c1Cc1ccccc1
    i	i
- O=C(c1cccc(S(=O)(=O)N2CCOCC2)c1)N(Cc1nnc(-c2ccccc2Cl)o1)C1CC1
    i	i
- O=[N+]([O-])c1cc(C(F)(F)F)ccc1NC1CCN(Cc2ccccc2)C1 (configuration not stated)
    i	i
- COc1cc(C)ccc1OCc1cc(C(=O)N2C[C@H]3CC[C@H]2C3)no1
    i	i
- CCn1cc(C(=O)NCc2ccco2)c(=O)c2cc(S(=O)(=O)N3CCCC3)ccc21
    i	i
- CC(OC(=O)Cn1cnc2c1c(=O)n(C)c(=O)n2C)C(=O)c1ccccc1 (configuration not stated)
    i	i
- Cc1cc2cc3c(cc2nc1SCC(=O)Nc1nc(C)c(C)s1)OCO3
    i	i
- Cc1ccc(C(=O)NNC(=O)CSc2nnc(-c3ccncc3)n2C)cc1
    i	i
